Rac1 GTP hydrolysis: MgcRacGAP GTPase-activating activity inhibitors, confirmation, biochemical, ADP Hunter fluorescence | MgcRacGAP-stimulated Rac1 GTP hydrolysis, ADP Hunter fluorescence; higher % means a stronger effect; GST-tagged Rac1 F28L mutant substrate | inhibition, % at 30 µM, or IC50 in µM where a hit was titrated | hit rate 0.6% among 340,000;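 active = first-screen hits whose inhibition reached a set limit at any dose in the follow-up dose series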;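 note: fluorescence reports GDP produced by GAP-driven GTP hydrolysis; strong numbers were not always called active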
KOR beta-arrestin-1: kappa opioid receptor blockers – cell-based, luminescence, uHTS (AID 1778); KOR beta-arrestin recruitment, luminescence, antagonist mode; higher % means a stronger effect; inhibition, % at 10 µM, or IC50 in µM where a hit was titrated; hit rate 0.091% among 290,000; note: strong numbers were not always called active
Large T inhibition: TAg ATPase/helicase activity blockers – biochemical (AID 1903); SV40 large T antigen ATPase/helicase inhibition assay; higher % means a stronger effect; inhibition, % at 20 µM, or IC50 in µM where a hit was titrated; hit rate 0.39% among 310,000; in the data active = a potency from the dose series; note: strong numbers were not always called active
KOR beta-arrestin-2: kappa opioid receptor activators – cell-based, luminescence, uHTS, primary screen (AID 1777); KOR beta-arrestin recruitment, luminescence; higher % means a stronger effect; activation, % at 10 µM; hits with a dose series show EC50 in µM; hit rate 0.02% among 280,000; in the data active = activation above about 50%, passing the limit was not always enough; note: a part of the inactive calls stands beside numbers as strong as those of hits
GPR55 beta-arrestin: selective activators of receptor GPR55 – imaging, U2OS cells, beta-arrestin-GFP redistribution, primary screen (AID 1961); U2OS GPR55 beta-arrestin-GFP redistribution imaging; higher % means a stronger effect; one-dose activation, % at 10 µM; EC50 in µM for titrated hits; hit rate 0.048% among 290,000;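 active = activation above 40% with more than 50 cells counted in the well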;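 note: U2OS osteosarcoma cells stably expressing GPR55 and beta-arrestin-GFP; plate controls were DMSO negative control for no effect and LPI positive control for full effect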
HIV peptide binding: inhibitors of HIV fusion peptide binding, primary screen, biochemical, uHTS, fluorescence dequenching (AID 1986); cell-free peptide binding, fluorescence dequenching, 30 min; higher % means a stronger effect; inhibition, % at 20 µM; hits with a dose series show IC50 in µM; hit rate 0.3% among 290,000; in the data active = inhibition mostly above about 52%, no sharp cut-off; inactive = mostly below about 76%; note: some results filed as inactive read as strong as hits
GPR55 antagonists: inhibition of LPI-stimulated GPR55 beta-arrestin translocation – imaging, U2OS, beta-arrestin-GFP, LPI agonist, primary screen (AID 2013); hit rate 0.13% among 290,000; U2OS GPR55 beta-arrestin-GFP translocation imaging, LPI antagonism; higher % means a stronger effect; inhibition, % at 10 µM, or IC50 in µM where a hit was titrated;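 active = spots per cell inhibited over 60%, with over 100 cells counted and total cytoplasm intensity under 500,000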;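 note: U2OS cells stably carrying GPR55 and arrestin-GFP stimulated by 5 µM LPI near EC80; imaged beta-arrestin-GFP aggregate spots per cell after agonist stimulation; plate controls were LPI-stimulated DMSO wells for no effect and DMSO wells without LPI for full effect; some results filed as inactive read as strong as hits; confirmed hits need IC50 under 10 µM and bright autofluorescent wells are also inconclusive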
NOD1 NF-kB reporter: NOD1 signaling inhibitors, primary screen, cell-based, luminescence, uHTS (AID 1578) | NOD1-driven NF-kB luciferase reporter cells, luminescence; higher % means a stronger effect | hit rate 1% among 290,000 | one-dose inhibition, % at 4 µM; EC50 in µM for titrated hits; in the data active = inhibition mostly above about 36%, no sharp cut-off; inactive = mostly below about 34%;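 note: HEK-293T reporter cells stimulated with the NOD1 agonist gamma-tri-DAP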
NOD2 inhibition: NOD2 signaling inhibitors, cell-based, luminescence, uHTS, HEK293 (AID 1566). HEK293 NOD2/NF-kB luciferase reporter, luminescence; higher % means a stronger effect. hit rate 0.63% among 290,000. one-dose inhibition, % at 4 µM; EC50 in µM for titrated hits; note: many of its hits are not listed in these tables
Active calls of the source: *; . = no result given; [ ] = dose if it differs, or a comment. Cut-off read from the data, not from the text of the source, unless noted: active = inhibition above about 50%; inactive = the rest. Not all compounds are listed. The share of hits here may be higher or lower than overall.

SMILES | Rac1 GTP hydrolysis | KOR beta-arrestin-1 | Large T inhibition | KOR beta-arrestin-2 | GPR55 beta-arrestin | HIV peptide binding | GPR55 antagonists | NOD1 NF-kB reporter | NOD2 inhibition
Clc1cncc(Cl)c1NNc1c2ccccc2nc2ccccc12 | 3% | 25% | 8% | 7.9% | 0.2% | -3.1% | 8% | -37% | 11%
CCOc1ccc2c(c1)OC(c1ccccc1)(C(F)(F)F)NC2=O (stereo not drawn) | 9% | 11% | 18% | 13% | 0.9% | 1.7% | 10% | -42% | 4%
COc1ccc(OC)c2c(C)c(C)[nH]c12 | 30µM* | -15% | 22% | 1.1% | 0.0% | -2.6% | 7% | 10% | 7%
COC(=O)c1sc2ccccc2c1NC(=O)c1ccc(S(=O)(=O)N2CCC(C)CC2)cc1 | 1% | 17% | 7% | -5.0% | 1.1% | 1.2% | 23% | -23% | 11%
COc1ccc(C2C(C(=O)c3cc4cccc(OC)c4o3)=C(O)C(=O)N2CCCN(C)C)cc1OC (stereo not drawn) | . | -6% | . | 7.2% | -0.2% | -0.4% | -10% | -10% | -8%
CC1CC(C)CN(S(=O)(=O)c2ccc3c(c2)oc(=O)n3CC(=O)N2CCOCC2)C1 (stereo not drawn) | -1% | -32% | -1% | 2.5% | 0.2% | -1.0% | -5% | 22% | 1%
O=C(c1cc(F)c(F)cc1Cl)N1CCN(CCc2ccccc2)CC1 | 14% | 3%[20 µM] | 4% | 5.0% | -0.1% | -2.2% | 8% | -28% | -9%
CCS(=O)(=O)c1nc(S(=O)(=O)c2ccc(Cl)cc2)c(N2CCOCC2)s1 | 6% | -19% | 7% | 5.1% | -0.2% | 0.0% | -3% | 20% | 15%
Nc1nc(Cl)cc(N2CCCC2)n1 | -2% | -12% | 4% | 0.3% | -0.1% | 0.6% | -2% | 5% | 5%
CCN1CCc2nc3sc(C(=O)Nc4cccnc4Cl)c(N)c3cc2C1 | 15% | -6% | 9% | -2.1% | 0.7% | 4.8% | 6% | -23% | 21%
COC(=O)c1ccc(OS(=O)(=O)c2ccc(NC(C)=O)cc2)cc1 | 5% | . | -16% | -5.3% | -0.2% | -0.8% | -1% | 23% | 30%
COc1ccc(-c2c(NC(=O)c3ccco3)n(-c3ccccc3)nc(C)c2=O)cc1 | 8% | 13% | 3% | 3.6% | -0.1% | -2.0% | 10% | -8% | 4%
COc1ccc(NC(=O)CSc2nc(N3CCCCC3)nc(N3CCCCC3)n2)cc1 | -1% | -10% | 9% | 1.7% | 0.1% | 2.8% | -2% | -3% | -2%
Nc1ccc(C(=O)Nc2nc3ccccc3s2)cc1 | 9% | -7% | 2% | -2.4% | 0.3% | 0.3% | -4% | -26% | -146%
O=C(c1cccc(F)c1)N1CCN(C(=O)c2nn3cccnc3c2Cl)CC1 | 5% | 9% | 5% | 3.1% | 0.2% | -1.0% | -11% | 45% | 9%
O=C(Nc1ccc(F)cc1)c1cccc(N2C(=O)C3C4C=CC(C5CC45)C3C2=O)c1 (stereo not drawn) | 8% | -14% | 7% | 3.6% | 0.3% | 1.1% | 9% | 2% | 23%
Cc1c(Cl)c([N+](=O)[O-])nn1Cc1ccc(C(=O)N/N=C\c2cc(Cl)ccc2O)o1 | 4% | -14% | 6% | 1.8% | 0.0% | 25% | -1% | 44% | 40%
N#Cc1c2n(c(=S)n(-c3ccc(OC(F)F)cc3)c1=O)CCCCC2 | -11% | 0% | 1% | 1.9% | 0.1% | 2.5% | 2% | -20% | 6%
CC1(CCl)N([O-])C2=C(CCCC2)[N+]1=O (stereo not drawn) | 5% | 20% | 22% | -1.7% | -0.1% | -2.7% | -3% | 6% | 7%
O=c1ccc2cc(S(=O)(=O)N3CCN(c4ccc(Cl)cc4)CC3)ccc2o1 | 5% | -9% | 1% | 3.1% | -0.2% | -0.2% | 4% | -17% | -3%
O=CNCCCc1nc2ccccc2n1CCc1ccccc1 | 3% | -19% | -1% | 11% | -0.2% | -1.3% | -8% | 7% | -20%
O=[N+]([O-])c1cccc(/C([O-])=C(/C(=S)Nc2ccccc2F)[n+]2ccccc2)c1 | 4% | 12% | 16% | -2.7% | 0.1% | 5.6% | 13% | -36% | -23%
O=C(NCc1ccco1)c1ccc2c(=O)n(CC3CCCO3)c(=S)[nH]c2c1 (stereo not drawn) | 5% | -21% | 6% | -1.4% | -0.2% | 0.2% | 14% | -28% | -8%
COc1cccc(-c2c(NC(=O)c3ccco3)oc3ccccc3c2=O)c1 | 0% | -4%[20 µM] | -5% | 0.3% | -0.2% | 0.5% | 12% | -6% | 15%
CC(Sc1nnc(C2CCCCC2)n1N)C(=O)NCc1ccc2c(c1)OCO2 (stereo not drawn) | 14% | -2% | 5% | 2.3% | -0.3% | 3.2% | 0% | 13% | 2%
COc1ccc(C(=O)NNC(=O)c2ccc(C(C)(C)C)cc2)cc1 | 5% | -8% | 22% | -0.9% | 0.5% | -0.1% | 9% | -5% | 18%
CCC1CCCCN1C(=O)CCCc1ccccc1 (stereo not drawn) | 6% | 22% | 14% | -0.4% | 2.0% | -1.1% | -2% | -21% | -33%
Cc1noc(C)c1CSc1nnc(-c2ccccc2)n1Cc1ccco1 | 2% | 19% | -1% | 10% | -0.2% | 6.4% | -5% | -18% | -12%
COc1ccc(-c2noc(CSc3nc4ccccc4c(=O)n3-c3ccccc3)n2)cc1 | 13% | -15% | 3% | -1.4% | 0.5% | 0.0% | -11% | -4% | 12%
CCCc1nn(C)c(C(=O)Nc2ccc(Cl)cc2)c1Cl | 4% | 19% | -1% | 5.2% | 0.0% | 0.3% | 3% | -22% | -8%
CSc1cccc(NC(=S)N2CCC(N(C)C3CCCCCC3)CC2)c1 | 4% | 3% | 11% | 0.2% | -0.4% | 3.2% | 24% | -22% | 7%
CC(C)(O)C#Cc1ccc(CN2CCCC(CO)(Cc3cccc(Cl)c3)C2)cc1 (stereo not drawn) | 5% | -106%[20 µM] | 3% | . | 0.1% | 3.8% | -3% | -43% | 8%
CN(C)c1ccc(C(=O)c2ccc(O)cc2O)cc1 | 12% | -36% | 8% | 2.9% | 1.2% | -1.2% | 0% | -49% | -93%
COc1ccc(COc2ccc3ccc(=O)oc3c2)cc1 | 3% | -19% | 17% | -3.2% | 0.0% | 0.6% | 7% | -8% | -64%
COc1cc(NC(=O)c2cccnc2)ccc1NC(=O)c1ccccc1Cl | 8% | 3% | 10% | 0.6% | -0.2% | -1.5% | 11% | -12% | -1%
CCOC(=O)N1CCN(S(=O)(=O)N2CCCC(C(=O)NCCCN3CCCCC3CC)C2)CC1 (stereo not drawn) | 18% | -24% | 7% | -3.0% | -0.1% | 3.7% | 11% | -20% | -12%
COc1ccccc1N1CCN(C2CCCN(C(=O)CCC(=O)N(C)C)C2)CC1 (stereo not drawn) | 9% | -36%[20 µM] | 1% | -3.0% | 0.2% | -0.3% | 4% | -8% | 9%
CCCNC(=O)CN(C)S(=O)(=O)c1c(C)cc(C)cc1C | 8% | 11% | 3% | -0.1% | 0.0% | 1.6% | -3% | -7% | 18%
C1=C(N2CCOCC2)/C(=C/c2nc3ccccc3[nH]2)CC1 | 4% | . | 6% | 3.4% | 1.6% | -2.5% | 1% | 6% | -31%
CCCOc1ccc(-c2nn(-c3ccccc3)cc2/C=C2\SC(N)=NC2=O)cc1 | 11% | -27% | 13% | 8.3% | 0.5% | 8.7% | 11% | -22% | -15%
Cc1cc(Cl)ccc1NC(=O)CCCN1C(=O)CCC1=O | 9% | -6% | 9% | 15% | 1.2% | -3.0% | 6% | 1% | 8%
CN(Cc1c(C(=O)N/N=C/c2cccs2)nnn1-c1nonc1N)c1ccccc1 | 12% | -8% | 11% | 3.8% | -0.3% | -2.1% | -3% | -1% | 11%
COc1cccc(-c2cc3nc(-c4ccccc4)cc(N4CCCC(O)C4)n3n2)c1 (stereo not drawn) | 14% | -112%[20 µM] | . | . | 0.2% | -0.5% | 20% | -11% | 14%
O=C(NCC(c1cccs1)N1CCOCC1)c1ccc(Br)o1 (stereo not drawn) | 2% | 7% | 5% | 0.6% | -0.2% | 2.1% | 10% | 18% | 5%
O=C(C1CC1)N1CCc2cc(Br)cc(S(=O)(=O)NCc3ccccn3)c21 | 5% | 13% | 5% | 7.7% | 0.0% | 0.5% | -2% | . | 4%
COc1cc(C(=O)OCC(C)=O)ccc1OCc1c(C)noc1C | 5% | 1% | -2% | 0.6% | 0.3% | -0.9% | -2% | -22% | -34%
CS(=O)(=O)NNC(=O)c1sccc1OCc1ncc(C(F)(F)F)cc1Cl | 2% | 28% | 4% | -1.2% | 0.9% | 0.5% | 8% | -2% | 12%
COC(=O)c1cc(Cl)c(NC(=O)/C=C/c2ccc(Cl)cc2Cl)cc1OC | 23% | -31% | -2% | 34% | -0.3% | -3.7% | 13% | -14% | 23%
Cc1nn(C)c(C)c1CN(C)C(=O)CCCC(=O)O | 2% | 13% | 9% | 3.3% | 0.5% | 2.1% | 3% | -29% | 24%
COc1c(Br)cc(Br)cc1/C=N/NC(=O)c1ccncc1 | 11% | -22% | . | -5.5% | -0.1% | -1.0% | 12% | -20% | 13%
Oc1ccc(-c2sc(Nc3ccccc3)n[n+]2-c2ccc(F)cc2)cc1 | 4% | -10%[20 µM] | 30% | -1.7% | 0.5% | -1.0% | -7% | -20% | 11%
CC(NC(=O)CN(C)S(=O)(=O)c1cccc2nsnc12)c1ccccc1 (stereo not drawn) | -13% | 10% | 11% | 0.6% | 0.3% | -0.3% | 4% | -17% | 9%
CC1(C)CC(=O)CC(=Nc2ccc3[nH]c(=O)[nH]c3c2)C1 | 12% | 18% | 16% | 0.4% | -0.2% | -2.2% | 0% | -6% | 10%
CCn1cc(/C=C(\NC(=O)c2ccc(OC)cc2)C(=O)N2CCN(C)CC2)c2ccccc21 | 7% | 8% | . | 4.8% | -0.2% | 0.1% | 8% | 11% | 2%
CCOC(=O)Cc1nnc(Nc2ccc(C)cc2C)c2ccccc12 | 6% | 17% | 9% | -1.4% | -0.3% | -1.6% | 10% | -14% | -5%
COc1cc2c(cc1OC)CN(C(=S)Nc1ccc(OC(F)F)cc1)CC2 | 1% | -50% | 7% | 5.3% | 0.2% | -4.1% | 0% | 35% | 16%
FC(F)(F)c1ccccc1/C=N/Nc1ccccn1 | 5% | -10% | 6% | 0.9% | 0.5% | 1.5% | -1% | -51% | 9%

Looked up by compound from the list above, 2 records:
SMILES | Rac1 GTP hydrolysis | KOR beta-arrestin-1 | Large T inhibition | KOR beta-arrestin-2 | GPR55 beta-arrestin | HIV peptide binding | GPR55 antagonists | NOD1 NF-kB reporter | NOD2 inhibition
CCCOc1ccc(-c2nn(-c3ccccc3)cc2/C=C2\SC(N)=NC2=O)cc1 | 11% | -27% | 13% | 8.3% | 0.5% | 8.7% | 11% | -22% | -15%
COc1ccc(-c2noc(CSc3nc4ccccc4c(=O)n3-c3ccccc3)n2)cc1 | 13% | -15% | 3% | -1.4% | 0.5% | 0.0% | -11% | -4% | 12%

Assay outcomes: PubChem, several laboratories
